Assay outcomes (PubChem)
Tb MetRS inh: Trypanosoma brucei MetRS inhibition. hit rate 0.4% among 360,000. purified T. brucei MetRS, ATP depletion, Kinase-Glo luminescence. inhibition, % at 11.9 µM;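 active = inhibition above a per-plate cutoff of the control wells' mean inhibition plus 3 SD, cut at about 5.5% in these data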;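 also: 0% = DMSO wells median and 100% = median of wells with control inhibitor compound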
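Measured by: Kinase-Glo luciferase luminescence reporting remaining unconsumed ATP. Material: purified T. brucei MetRS enzyme. Doses: 11.9 µM compound single dose, 0.9% DMSO. Medium: HEPES buffer containing pyrophosphatase, BSA, spermine, DTT. Times: 15 min preincubation, 2 h reaction, all 25 °C. Reagent: methionine, ATP and bulk E. coli tRNA.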
MT1-MMP act inh: MT1-MMP (human) activation inhibition; HT1080 RFP-PRO-GFP cells, GFP/RFP ratio fluorescence, overnight; percent of plate control window, DMSO zero; GFP/RFP ratio change, % at 20 µM; hit rate 0.061% among 360,000;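 active = GFP/RFP ratio change of at least 30% with cell ATP level not reduced by more than half and red fluorescence within 50% of control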; also: strong numbers were not always called active
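Assay system – RFP-PRO-GFP reporter HT1080 cells · Compound dosing – single dose of 20 µM compound, 1% DMSO final · Incubation – overnight compound exposure at 37 °C · Measure – GFP/RFP fluorescence ratio · Benchmarks – DMSO wells and RFP-L50D-GFP cells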
CendR NRP1 mod: alters CendR peptide binding to human NRP-1. FAM-RPARPAR peptide binding to NRP-1, fluorescence polarization. AID 602438. O14786. hit rate 0.85% among 360,000. inhibition, % at 25 µM;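 active = inhibition or corrected inhibition above about 18%, plus a signal ratio from 0.5 to 1.5, limit read from the data, passing the limit was not always enough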; also: strong numbers were not always called active
E coli Lon inh: inhibitors of E. coli Lon protease. P0A9M0. purified E. coli Lon protease, fluorescence polarization. inhibition, % at 7.94 µM. hit rate 0.42% among 360,000. AID 602123; in the data active = inhibition above about 13%, passing the limit was not always enough;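 also: 0% = enzyme with probe and DMSO and 100% = no enzyme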
MLLE-PAM2 inh: blocks PAM2 peptide binding to the PABP1 MLLE domain; hit rate 0.36% among 360,000; inhibition, % at 20 µM; GST-MLLE / FITC-PAM2 fluorescence polarization; P11940; in the data active = inhibition above about 35%, passing the limit was not always enough;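 also: plate controls were DMSO wells with GST-MLLE for no effect and wells lacking GST-MLLE protein for full effect; some results filed as inactive read as strong as hits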
SKN-1 inh: C. elegans SKN-1 inhibition; C. elegans VP596 Pgst-4::GFP/RFP ratio, acrylamide-induced, 24 h; inhibition, % at 21.8 µM; hit rate 0.49% among 360,000; AID 624304;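 active = interference check ratio from 0.5 to 1.5 plus GFP to RFP signal ratio inhibition reaching or exceeding a fixed threshold, cut at about 30% in these data, passing the limit was not always enough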; also: some compounds called inactive have numbers as strong as hits
FAS-TE inh: blocks the thioesterase domain of human fatty acid synthase; P49327; recombinant FAS-TE, OMFH fluorogenic substrate, fluorescence endpoint; inhibition, % at 15 µM; hit rate 0.67% among 360,000; AID 602261;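 active = compounds whose normalised, plate-corrected inhibition of enzyme fluorescence in the single-dose primary screen is 50% or more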;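 also: 0% = DMSO with enzyme and 100% = substrate without enzyme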
MsrA inh: inhibitors of bovine MsrA; purified bovine MsrA, absorbance read-out; inhibition, % at 15.5 µM; hit rate 0.75% among 360,000; in the data active = inhibition above about 4.5%;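 also: 0% = vehicle wells with enzyme and 100% = reference inhibitor wells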
bovine MsrA act: activates bovine MsrA enzyme; activation, % at 10.6 µM; purified bovine MsrA, absorbance read-out; hit rate 0.3% among 360,000; in the data active = activation above about 7.5%;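 also: 0% = vehicle and 100% = reference activator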
Numbers without * were called inactive.

SMILES | Tb MetRS inh | MT1-MMP act inh | CendR NRP1 mod | E coli Lon inh | MLLE-PAM2 inh | SKN-1 inh | FAS-TE inh | MsrA inh | bovine MsrA act
COC(=O)c1c(NC(=O)CN2CCC3(O)CCCCC3C2c2ccc(F)cc2)sc(C)c1C (stereo unspecified) | -1.1 | -3 | -5 | -13 | 6 | 11 | 4 | 1.4 | -7
Cn1c2c(c(=O)n(C)c1=O)CN(Cc1ccc3c(c1)OCO3)CN2 | -0.9 | -3 | 12 | -7 | -10 | -11 | 0 | -0.3 | 2
CC(C)CNC(=O)c1ccc(NC(=O)c2ccccc2[N+](=O)[O-])cc1 | 0.1 | -1 | 6 | -1 | 0 | -5 | -12 | 0.7 | -7
CCSc1nc2sc3c(c2c(=O)n1-c1ccc(OC)cc1)CCN(C)C3 | 0.3 | 4 | -35 | -22 | -24 | 8 | -2 | 0.7 | -3
Cc1cccc(NS(=O)(=O)c2ccc(C)c(C(=O)NCc3ccccn3)c2)c1 | -0.4 | 2 | -9 | 2 | 1 | 3 | -3 | -0.3 | -2
Cc1cccc2nc(Cn3c(=O)n(CCCC(=O)NCc4ccco4)c(=O)c4ccccc43)cc(=O)n12 | -0.1 | 3 | -4 | 1 | -4 | 18 | -6 | 2.2 | -1
CC(=O)Nc1ccc(NC(=O)CSc2nc(N)c(NC(=O)c3ccccc3F)c(=O)[nH]2)cc1 | -0.3 | 0 | 10 | 0 | -4 | 12 | -4 | -0.3 | -3
CC(C)N1C(=O)CCC1C(=O)NCc1ccc(F)cc1Cl (stereo unspecified) | -0.9 | -2 | -4 | 0 | -2 | 23 | -2 | 0.1 | -5
COCCCNC(=O)c1ccccc1NS(C)(=O)=O | -1.0 | 7 | -1 | -5 | 4 | 2 | -6 | 0.4 | -2
Cc1ccc(C(=O)/C=C/c2ccc(F)cc2)o1 | -1.6 | -3 | 8 | -5 | 7 | -5 | -13 | 4.0 | -16
O=C(COC(=O)c1ccccc1Cl)Nc1nccs1 | -0.1 | -3 | -7 | -15 | 3 | 4 | -5 | -0.7 | -2
COC(=O)C1CC(O)CN1C(=O)Nc1cccc(C(F)(F)F)c1 (stereo unspecified) | -1.4 | 1 | -6 | 0 | 9 | -4 | -8 | 1.9 | -12
CCCc1cc(-c2[nH]ncc2-c2ccc3c(c2)OCCCO3)c(O)cc1O | 0.4 | -7 | -26 | 3 | -20 | 0 | -161 | 3.4 | -3
COc1ccccc1OCCC(=O)OCC(=O)Nc1ncc(Cl)cc1Cl | -0.6 | 0 | -5 | -9 | -13 | 29 | -5 | -0.4 | -1
Cc1cc(C)n2nc(SCC(=O)N3CCN(c4ccc(F)cc4)CC3)nc2n1 | -0.2 | -2 | 5 | -10 | -9 | -6 | -3 | 0.0 | 1
CC(C)c1ccc(CNc2ccc3c(c2)ncn3C)cc1 | -1.1 | 3 | -11 | -8 | 5 | 27 | -6 | -0.7 | 0
O=C(Cn1cnc2cc([N+](=O)[O-])ccc2c1=O)NCCc1ccc(Cl)cc1 | 1.4 | -2 | 20* | 6 | -18 | 2 | 36 | -0.2 | -1
COc1ccc(C2CC(=O)C(C=NCCCN3CCOCC3)=C(O)C2)cc1 (stereo unspecified) | -0.8 | 6 | -13 | -2 | 25 | -7 | -8 | -2.4 | -9
CCC(C)N1C(=O)S/C(=C/c2ccc(Sc3nc4ccccc4[nH]3)o2)C1=O (stereo unspecified) | -0.4 | -2 | -49 | -6 | -63 | 9 | 6 | 2.3 | -7
Cc1cccc(NC(=O)c2ccc(S(=O)(=O)N3CCN(C)CC3)cc2)c1C | -0.3 | 1 | -11 | -14 | -15 | -5 | -5 | -0.7 | -3
Cc1cc(C)nc(SCNC(=O)c2ccc(Cl)cc2)n1 | 1.8 | -2 | 1 | 9 | 44* | -8 | -5 | 1.9 | 2
Cc1nc(NC(=O)CSc2nnc(-c3ccc4c(c3)OCO4)o2)c(Cl)cc1Cl | 0.5 | 0 | -1 | 2 | -18 | -3 | 2 | 0.3 | -2
O=C(O)CSc1cccnc1Sc1ccc(Cl)cc1 | 0.1 | -1 | -20 | 2 | 8 | -8 | -6 | -0.8 | -3
N#Cc1c(N)n[nH]c1CCCN | 0.4 | 1 | -3 | 1 | -1 | 4 | -7 | 0.5 | -4
O=C(Nc1ccc(Cl)cc1C(F)(F)F)c1ccc(Cl)cc1 | -0.6 | 8 | -2 | -1 | 3 | 12 | -4 | 1.4 | -3

Entries from the list above with a CF3 group:
SMILES | Tb MetRS inh | MT1-MMP act inh | CendR NRP1 mod | E coli Lon inh | MLLE-PAM2 inh | SKN-1 inh | FAS-TE inh | MsrA inh | bovine MsrA act
COC(=O)C1CC(O)CN1C(=O)Nc1cccc(C(F)(F)F)c1 (stereo unspecified) | -1.4 | 1 | -6 | 0 | 9 | -4 | -8 | 1.9 | -12
O=C(Nc1ccc(Cl)cc1C(F)(F)F)c1ccc(Cl)cc1 | -0.6 | 8 | -2 | -1 | 3 | 12 | -4 | 1.4 | -3

Additional structures follow.
SMILES | Tb MetRS inh | MT1-MMP act inh | CendR NRP1 mod | E coli Lon inh | MLLE-PAM2 inh | SKN-1 inh | FAS-TE inh | MsrA inh | bovine MsrA act
O=C(NCC1CCCO1)c1ccccc1NS(=O)(=O)c1ccc(F)cc1 (stereo unspecified) | -0.2 | 0 | -11 | 0 | -6 | 3 | -8 | -0.7 | -2
CCCCCCOC(=O)C[N+](C)(C)CCOC1CC2CCC1(C)C2(C)C (stereo unspecified) | -1.0 | -4 | -4 | -3 | 4 | 9 | -3 | 1.2 | -11
Cc1nc(N2CCN(c3ccccc3)CC2)nc2c1C(=O)CC(c1ccccc1)C2 (stereo unspecified) | 0.0 | 0 | -8 | -6 | -6 | 8 | 24 | 1.0 | 4
Cc1ccc(OCC(=O)NC2CCSc3ccccc32)cc1 (stereo unspecified) | -0.7 | -5 | 4 | 5 | -6 | 5 | 10 | -1.1 | -2
COc1cccc(CNS(=O)(=O)c2cc(Br)cc3c2N(C(C)=O)C(C)C3)c1 (stereo unspecified) | -0.3 | 4 | 6 | 6 | -4 | 6 | -4 | 0.7 | 0
FC(F)(F)c1ccc(Oc2ccc3c(C(F)(F)F)cc(C(F)(F)F)nc3n2)cc1 | -0.8 | 0 | -1 | -4 | 10 | -4 | 24 | -1.3 | -5
COc1cc2c(cc1OC)C1CCN3C(=O)CCC3N1CC2 (stereo unspecified) | 0.2 | -2 | 5 | -1 | 2 | 14 | -7 | -0.2 | 2
CC(C)NC(=O)NC(=O)COc1c(F)c(F)cc(F)c1F | -1.3 | 2 | 10 | -9 | -9 | -5 | 1 | 0.8 | -10
O=C(O)C1CCC(CN(Cc2cccc(Br)c2)C(=S)Nc2ccccc2F)CC1 (stereo unspecified) | -0.7 | -1 | 16 | -3 | -16 | -12 | -6 | 0.0 | -9
CCCc1cc(=O)[nH]c(SCCCCN2C(=O)c3ccccc3C2=O)n1 | -0.9 | -2 | -2 | -7 | -1 | 12 | 1 | -1.5 | -6
CCOC(=O)C(C)Sc1snnc1C (stereo unspecified) | -0.3 | -3 | 0 | -3 | 4 | 8 | -9 | -0.7 | -3
CCCCN(C)C(=O)c1sc(=O)n(Cc2ccccc2F)c1C | -0.4 | 5 | -14 | -7 | 12 | -13 | -3 | -1.7 | -1
O=C(CSc1nnc(-c2ccco2)n1-c1ccccc1)NCCc1ccccc1 | -0.1 | 5 | 0 | -7 | -2 | -10 | -2 | 0.7 | -1
O=C(CS(=O)CC(=O)N(c1ccccc1)C(C(=O)NC1CCCC1)c1cccs1)Nc1ccc(F)cc1 (stereo unspecified) | -1.4 | 3 | 9 | -7 | 7 | -10 | -14 | -0.1 | -12
C=CCn1c(SCC(=O)Nc2ccccc2F)nc2ccccc2c1=O | -0.6 | -1 | -9 | 10 | 10 | 3 | 16 | 0.6 | -6
CCCCC12CN3CC(C)(CN(C1)C3c1ccc([N+](=O)[O-])o1)C2=O (stereo unspecified) | -1.4 | -1 | 0 | 2 | 9 | -2 | -1 | 1.7 | -7
O=C(COc1ccc(Br)cc1)NCc1ccccn1 | -0.7 | 3 | -3 | 2 | -6 | -3 | -12 | -0.2 | -10
Nc1cc(-c2ccc(Cl)cc2)nn1S(=O)(=O)c1cccc2nsnc12 | 0.8 | 1 | -6 | 1 | 3 | -4 | 16 | -1.1 | -2
C=CCC1CCC/C(=N\NS(=O)(=O)c2ccc(C)cc2)C1 (stereo unspecified) | -0.4 | -4 | -6 | -1 | 2 | -13 | 1 | -0.6 | -11
CN(C(=O)c1cc2c(=O)n3ccccc3nc2n1C)C1CCCCC1 | -0.5 | -1 | 3 | 5 | 1 | -1 | -2 | 2.0 | -2
CC(=O)C1=C(C)NC(=O)NC1c1ccc(OC2CCCC2)cc1 (stereo unspecified) | -0.2 | -1 | -31 | -11 | -29 | 17 | -6 | 0.9 | -2
CCc1nonc1NC(=O)COc1cc(C)c(Cl)c(C)c1 | -0.3 | -1 | 13 | 4 | -8 | 11 | 11 | 0.7 | 0
O=C(NC1CCN(Cc2ccccc2)CC1)c1cccc(S(=O)(=O)Nc2ccc(F)cc2)c1 | -0.6 | 15 | 4 | -4 | 3 | 5 | 3 | 0.0 | -8

Structural class: the entries above with an NH in an aromatic ring
SMILES | Tb MetRS inh | MT1-MMP act inh | CendR NRP1 mod | E coli Lon inh | MLLE-PAM2 inh | SKN-1 inh | FAS-TE inh | MsrA inh | bovine MsrA act
CC(=O)Nc1ccc(NC(=O)CSc2nc(N)c(NC(=O)c3ccccc3F)c(=O)[nH]2)cc1 | -0.3 | 0 | 10 | 0 | -4 | 12 | -4 | -0.3 | -3
CCCc1cc(-c2[nH]ncc2-c2ccc3c(c2)OCCCO3)c(O)cc1O | 0.4 | -7 | -26 | 3 | -20 | 0 | -161 | 3.4 | -3
CCC(C)N1C(=O)S/C(=C/c2ccc(Sc3nc4ccccc4[nH]3)o2)C1=O (stereo unspecified) | -0.4 | -2 | -49 | -6 | -63 | 9 | 6 | 2.3 | -7
N#Cc1c(N)n[nH]c1CCCN | 0.4 | 1 | -3 | 1 | -1 | 4 | -7 | 0.5 | -4
CCCc1cc(=O)[nH]c(SCCCCN2C(=O)c3ccccc3C2=O)n1 | -0.9 | -2 | -2 | -7 | -1 | 12 | 1 | -1.5 | -6
